Screening results as filed in PubChem.
C1s inh: blocks human complement C1s protease activity. AID 538. hit rate 0.16% among 62,000. mean inhibition % of two 10-compound mixtures (hits give high values), % at 5 µM (by protocol). purified C1s, fluorogenic AMC substrate, pooled mixtures. P09871;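 active means inhibition above 20% in each of the two 10-compound mixture wells holding the compound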;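 further: 0% = enzyme wells lacking compound mixture and 100% = no-enzyme blank wells; some compounds called inactive have numbers as strong as hits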
Target sequence (P09871 16-437 limits assumed): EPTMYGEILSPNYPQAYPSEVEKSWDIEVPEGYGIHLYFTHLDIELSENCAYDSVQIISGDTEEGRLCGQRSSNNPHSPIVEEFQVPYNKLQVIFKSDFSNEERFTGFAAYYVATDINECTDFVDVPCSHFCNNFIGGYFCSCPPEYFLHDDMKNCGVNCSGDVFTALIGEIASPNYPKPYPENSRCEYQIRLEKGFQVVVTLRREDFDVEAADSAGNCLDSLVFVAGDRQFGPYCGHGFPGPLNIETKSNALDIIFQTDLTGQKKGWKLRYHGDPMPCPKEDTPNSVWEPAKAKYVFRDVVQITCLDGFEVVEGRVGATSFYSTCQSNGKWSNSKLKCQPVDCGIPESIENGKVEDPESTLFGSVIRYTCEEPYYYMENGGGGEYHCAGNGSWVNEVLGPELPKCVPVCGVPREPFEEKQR
Target sequence (P09871 438-688 limits assumed): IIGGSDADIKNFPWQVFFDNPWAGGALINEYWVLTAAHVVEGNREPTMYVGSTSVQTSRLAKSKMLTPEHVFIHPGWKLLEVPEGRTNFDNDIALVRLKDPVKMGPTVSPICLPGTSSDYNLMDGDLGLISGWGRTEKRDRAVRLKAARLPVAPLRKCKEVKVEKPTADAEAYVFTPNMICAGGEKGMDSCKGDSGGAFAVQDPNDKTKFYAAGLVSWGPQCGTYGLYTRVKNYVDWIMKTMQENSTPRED
CatB block: blocks human cathepsin B protease activity; inhibition, %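 (tested at 10 µM)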; purified cathepsin B, fluorogenic substrate, fluorescence; hit rate 0.1% among 63,000; P07858; in the data active means inhibition above about 21%;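 further: 0% = enzyme with no compound and 100% = no enzyme blank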
ROCK2 inh: ROCK2 (human) kinase inhibition. O75116. purified ROCK2, Kinase-Glo ATP depletion luminescence. inhibition, % at 6 µM. hit rate 0.35% among 60,000. AID 604;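 active means inhibition above the screen-wide mean inhibition plus 3 SD, cut at about 18% in these data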;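 further: plate controls were DMSO wells for no effect and Y-27632 control wells after no-enzyme background subtraction for full effect; many of its hits are not listed in these tables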
CatB mix inh: human cathepsin B inhibition by mixtures; P07858; inhibition, %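 (ten-compound pools at 5 µM per compound and 50 µM total)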; hit rate 0.06% among 62,000; Purified cathepsin B, AMC dipeptide fluorescence, compound mixtures; in the data active means inhibition above about 22%, passing the limit was not always enough;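 further: 0% = enzyme without compound and 100% = no enzyme blank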
HER2 expr 66K: inhibitors of human Her2 kinase expression; AID 645; SKBR-3 HER2 protein level, AlphaScreen, 18-24 h; hits give low values; hit rate 0.69% among 65,000; P04626; HER2 level % of control, % at 10 µM;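 active means HER2 level under 5% of the carrier-only control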;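 further: 100% = DMSO carrier and 0% = 500 nM PU-H71 HSP90 inhibitor; lower value means stronger loss of Her2 protein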
CatS inh: inhibitors of human cathepsin S | P25774 | recombinant cathepsin S, AMC dipeptide fluorescence, pooled mixtures | inhibition, %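 (tested at 5 µM per compound within 10-compound mixtures)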 | hit rate 0.06% among 62,000 | AID 501; in the data active means inhibition above about 32%, passing the limit was not always enough;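 further: 0% = enzyme without compound and 100% = blank without enzyme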
PKA kinase inh: blocks human protein kinase A activity; AID 524; hit rate 0.1% among 65,000; inhibition, % at 6 µM; P17612; PKA Kemptide phosphorylation, Kinase-Glo ATP luminescence;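 active means inhibition above the screen-wide mean inhibition plus 3 SD, cut at about 21% in these data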; further: many of its hits are not listed in these tables
CatL inh: blocks human cathepsin L protease activity; hit rate 0.17% among 58,000; purified cathepsin L, fluorogenic substrate, fluorescence; AID 460; inhibition, %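 (tested at 10 µM)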; P07711; in the data active means inhibition above about 45%;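 further: 0% = enzyme with no compound and 100% = no enzyme blank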
Target sequence (P07711 114-288 limits assumed): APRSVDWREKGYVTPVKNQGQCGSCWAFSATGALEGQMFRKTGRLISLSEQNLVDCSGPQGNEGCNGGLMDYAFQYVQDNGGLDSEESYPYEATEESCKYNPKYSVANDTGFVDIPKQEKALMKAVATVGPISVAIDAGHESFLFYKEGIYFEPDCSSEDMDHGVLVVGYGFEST
Target sequence (P07711 292-333 limits assumed): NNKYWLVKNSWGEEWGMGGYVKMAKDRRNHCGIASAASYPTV
CatG inh: blocks human cathepsin G enzyme activity; P08311; purified enzyme, AMC-tetrapeptide fluorescence, pooled mixtures; inhibition, % at 5 µM (by protocol); hit rate 0.2% among 62,000; AID 581;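 active means inhibition above 20% in each of the two mixture wells holding the compound; inactive means inhibition of 20% or less in either well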;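 further: 0% = enzyme control without mixture and 100% = blank lacking enzyme; strong numbers were not always called active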
Active calls of the source: *; / = not tested or not shown. Not all compounds are listed; the hit share may differ from the screen's.

SMILES | C1s inh | CatB block | ROCK2 inh | CatB mix inh | HER2 expr 66K | CatS inh | PKA kinase inh | CatL inh | CatG inh
CN1C(=O)c2c(sc3c2CC(C)(C)SC3)N2CCN=C12 | 1 | 6 | 6 | 2 | 83 | 8 | 8 | 0 | 4
N#Cc1cn(CC(=O)O)c2ccccc12 | -1 | -2 | 3 | 5 | 96 | -1 | -9 | -4 | 1
CCOC(=O)Cn1c(CN2CCOCC2)nc2c1c(=O)n(C)c(=O)n2C | 11 | 3 | 7 | 2 | 116 | 2 | 1 | 6 | 9
O=C1CC(Cc2ccccc2)C(=O)N1c1ccc(Cl)cn1 (stereo not given) | 2 | 0 | -2 | 4 | 74 | 7 | 0 | 3 | /
CSc1nc(C)cc(OCC#N)n1 | -7 | 0 | -2 | -1 | 107 | 17 | -3 | 9 | 2
O=C(O)Cc1ccccc1C(=O)O | -49 | 0 | 6 | 6 | 111 | -1 | -2 | 9 | 6
CSc1nnc2n(CCc3ccccc3)c(=O)c3c4c(sc3n12)CCCC4 | 10 | 1 | 3 | 6 | 83 | 7 | 1 | 2 | 13
O=C(O)CCc1ccc(-c2ccccc2)o1 | 13 | 2 | -3 | 6 | 82 | -5 | -1 | -5 | 9
Cc1cc(-n2nc(C)cc2C)n2ncc(-c3ccccc3)c2n1 | -15 | -1 | 1 | -2 | 97 | 8 | -1 | 35 | 1
COc1ccc(-c2cn3c(C)c(C(=O)N4CCN(c5ccc(OC)cc5)CC4)sc3n2)cc1 | -7 | -4 | -4 | 5 | 77 | 4 | -12 | 0 | -2
N#Cc1c2ncn(CC(=O)c3ccc(Br)cc3)c(=O)c2c2n1CCC2 | 13 | 2 | 0 | 3 | 73 | 9 | -3 | 28 | 13
COc1ccc(C=NCCCN2CCOCC2)cc1 | / | 3 | 5 | / | 120 | / | 3 | 1 | /
CN(C)C(CNC(=O)CSc1nnc(-c2ccco2)o1)c1ccccc1 (stereo not given) | -21 | 6 | 6 | 3 | 92 | 5 | 11 | 12 | 0
Cc1cc(C(=O)CSc2nc3ccccc3o2)c(C)n1C1CC1 | 4 | 7 | 6 | 2 | 75 | -4 | 11 | -11 | 5
COc1ccc2cc(C(c3nnnn3C(C)(C)C)N3CCSCC3)c(=O)[nH]c2c1 (stereo not given) | -15 | 10 | 7 | 6 | 77 | 31 | 13 | 14 | -11
CCCCCOc1ccc(/C=c2\sc3ncnn3c2=O)cc1 | 10 | -1 | 5 | 3 | 68 | -2 | 5 | 8 | 9
Cn1c(=O)n(CCCOc2ccc(Br)cc2)c2ccccc21 | -39 | 0 | 8 | 1 | 104 | 1 | 7 | 11 | -5
Cc1nc(NS(=O)(=O)c2ccccc2)sc1NC(=O)OCCN(C)C | / | 0 | -3 | / | 95 | / | -2 | 6 | /
CCN1CCN(S(=O)(=O)c2cc(OCC(=O)NC3CCCCC3)c(C)cc2Cl)CC1 | 6 | -3 | 3 | 4 | 85 | -2 | 2 | -20 | 0
CCOC(=O)c1[nH]c2c(c1C)C(=O)CC(c1ccc(OCC)c(OC)c1)C2 (stereo not given) | -5 | -4 | / | 2 | 61 | -7 | 5 | 1 | -4
CCn1c(=O)cc(OCC(=O)NCc2cccnc2)c2ccccc21 | 15 | 0 | 10 | 4 | 116 | 1 | 6 | 3 | 10
CC(C)(C)c1ccccc1OCC(=O)Nc1ncn[nH]1 | -27 | -6 | 2 | 4 | 97 | -4 | 3 | -3 | -1
CC(C)c1cc(C(=O)Nc2cc(Cl)ccc2O)no1 | 13 | 8 | 2 | 3 | 81 | 2 | 7 | 8 | 6
CCn1c(N)c(C(=O)NCc2ccc3c(c2)OCO3)sc1=S | 16 | 5 | 3 | 3 | 103 | 1 | 5 | 4 | 9
C=CCn1c(=O)c(C(=O)NCCc2ccccc2)c(O)c2ccccc21 | 3 | -1 | -1 | -1 | / | 2 | -4 | 0 | -1
Cc1nnc(SCc2ccccc2C#N)n1-c1ccccc1 | 12 | 0 | 5 | -3 | 49 | -2 | 6 | 22 | 5
COc1ccccc1C(=O)N1CCN=C1c1ccccc1 | 12 | 6 | 5 | -2 | 136 | 4 | 7 | 10 | 9
COC(=O)CSc1nnc2n(C3CCCCC3)c(=O)c3c4c(sc3n12)CCCC4 | 2 | 2 | / | -2 | 106 | 3 | / | / | -2
N#CC1=C2SCN(c3ccccc3)CN2C(=O)CC1c1c(Cl)cccc1Cl (stereo not given) | -43 | -6 | -2 | 2 | 68 | 0 | -7 | / | -3
Cc1onc(-c2ccccc2)c1C(=O)Nc1nnc(COc2ccc(Cl)cc2)s1 | 0 | 2 | 10 | 6 | 109 | 5 | 5 | / | -1
COCCNC(=O)C(c1ccc(F)cc1)N(CC1CCCO1)C(=O)CCC(=O)Nc1ccccn1 (stereo not given) | -16 | -2 | 7 | -3 | 110 | 2 | 11 | 14 | -2
COC(=O)c1ccc(C2c3c(oc4cc(C)c(C)cc4c3=O)C(=O)N2CCCN(C)C)cc1 (stereo not given) | 2 | -4 | -2 | -5 | 96 | 4 | -1 | 3 | 0
Cc1nn(C)cc1CNC(=O)C1C2CCC(O2)C1C(=O)O (stereo not given) | 15 | 1 | -2 | 5 | 94 | -5 | -3 | -6 | 9
Cn1c(SCC(=O)NCc2ccccc2)nnc1C1CC1 | 13 | 1 | 3 | 3 | 102 | 2 | 5 | 0 | 12
COc1ccccc1-c1nc(C#N)c(N2CCc3ccccc3C2)o1 | -3 | 2 | 4 | 1 | 104 | 6 | 9 | -56 | 9
Cc1cc(NS(=O)(=O)c2ccc(NC(=O)NC3CCCCC3)cc2)no1 | 11 | 6 | 1 | 6 | 109 | -1 | 2 | -1 | 6
COc1ccc2nc(C)cc(C(=O)O)c2c1 | -9 | -1 | -5 | -4 | 102 | -6 | -5 | -34 | 9
Cc1cc(C(=O)NC2=NCCS2)cs1 | 6 | 4 | 0 | 6 | 89 | 31 | 2 | 23 | 54
COC(=O)Nc1ccc(S(=O)(=O)N2CCCC(C(=O)Nc3cccc4c3OCCO4)C2)cc1 (stereo not given) | -4 | 1 | 5 | 4 | 101 | -8 | 6 | -3 | 9
COc1ccc(CC(=O)OCc2cc3ccccc3[nH]c2=O)cc1 | 67* | 0 | 2 | 3 | 216 | -2 | 9 | 9 | -9

Given with each value named: part of the list above.
CC(C)c1cc(C(=O)Nc2cc(Cl)ccc2O)no1
  C1s inh: 13
  CatB block: 8
  ROCK2 inh: 2
  CatB mix inh: 3
  HER2 expr 66K: 81
  CatS inh: 2
  PKA kinase inh: 7
  CatL inh: 8
  CatG inh: 6
CCn1c(N)c(C(=O)NCc2ccc3c(c2)OCO3)sc1=S
  C1s inh: 16
  CatB block: 5
  ROCK2 inh: 3
  CatB mix inh: 3
  HER2 expr 66K: 103
  CatS inh: 1
  PKA kinase inh: 5
  CatL inh: 4
  CatG inh: 9

Further structures follow.
SMILES | C1s inh | CatB block | ROCK2 inh | CatB mix inh | HER2 expr 66K | CatS inh | PKA kinase inh | CatL inh | CatG inh
CCOC(=O)c1sc(NC(=O)c2ccc3ncsc3c2)nc1C | -1 | 3 | 2 | 3 | 79 | 9 | -4 | 4 | 11
Cc1cc(C)n(-c2nc(SCC(=O)Nc3nccs3)c3c4c(sc3n2)COC(C)(C)C4)n1 | 14 | 1 | -2 | 5 | 95 | 4 | -3 | 23 | 12
CCOc1ccc(NC(=O)N(C2CCCCCC2)C2CCN(C(C)=O)CC2)cc1 | 10 | 2 | 1 | 6 | 102 | -1 | 2 | -3 | 11
C=CCNC(=O)CCCC(=O)NCC=C | 9 | 6 | 7 | 5 | 81 | -1 | 10 | 4 | 11
O=C(CSc1nnnn1-c1cccc2c1CCCC2)N1CCOCC1 | 14 | 0 | / | 6 | 62 | -2 | 3 | 1 | 14
COc1ccc(S(=O)(=O)N2CCN(Cc3ccc(Cl)cc3)CC2)cc1 | -9 | 14 | -2 | 8 | 108 | 14 | -6 | 8 | -23
Cc1nc2c(F)c(F)c(C(F)(F)F)c(F)c2[nH]1 | -36 | 7 | 0 | 2 | 110 | -11 | 4 | -11 | 3
CCCn1c(N)c(C(=O)CSc2nc3ccccc3n2CCC#N)c(=O)n(C)c1=O | -15 | 2 | 2 | -4 | 96 | 6 | 7 | 33 | 9
CCOC(=O)c1cc2occc2n1CC(=O)NC1CCC(C)CC1 (stereo not given) | 5 | -3 | 1 | 7 | 159 | 3 | 6 | -4 | 1
O=C1NC(=O)C(c2ccccc2)(c2ccccc2)N1 | 36 | 3 | -2 | 2 | 86 | -2 | -6 | 0 | -12
Cc1cc(C)n2nc(SC(C)C(=O)NCc3ccco3)nc2n1 (stereo not given) | 4 | 1 | 0 | 7 | 105 | 5 | 5 | -2 | 2
CCOC(=O)Cn1cnc2c(nnn2Cc2ccc(Cl)cc2)c1=O | 12 | 5 | 2 | 3 | 110 | 4 | 6 | -3 | 8
COC(=O)c1ccccc1NC(=O)C1CC(=O)N(c2ccccc2)C1 (stereo not given) | 14 | -2 | 1 | 4 | 92 | 8 | -4 | -6 | 11
O=C(CS(=O)(=O)Cc1ccccc1)N1CCc2ccccc21 | 9 | 0 | 4 | 1 | 82 | 1 | 9 | 0 | 7
O=S(=O)(CCc1nnc(-c2ccccc2)o1)c1ccc2ccccc2c1 | 0 | -4 | 10 | 4 | 84 | 0 | 6 | -6 | 0
CN1C(=O)CSc2ccc(C(=O)O)cc21 | 7 | 6 | 3 | 6 | 98 | 5 | 5 | -2 | 12
COc1ccc(NS(=O)(=O)c2cccs2)c(OC)c1 | -2 | 1 | 1 | -4 | 99 | -5 | -3 | -12 | 9
c1ccc(CSc2nnc(-c3ccncc3)o2)cc1 | -15 | 0 | 10 | 3 | 59 | -3 | 12 | / | -4
O=C(NCc1cccnc1)c1nnc(Cc2ccc(F)cc2)o1 | 40 | -2 | 2 | 15 | 91 | -9 | 3 | -12 | 7
N#Cc1c(N2CCCC2)nc(N)c2c(N)nc(N3CCCC3)cc12 | -98 | 45* | 8 | 77* | 121 | 59* | 14 | 18 | -1
COc1cccc(NC(=O)CSc2nnc(-c3cccc(OC(C)C)c3)n2N)c1 | -3 | 1 | 0 | 4 | 95 | -5 | -2 | 7 | -3
O=C(CSc1nnc(Cc2ccccc2)o1)NCc1ccco1 | 13 | 4 | / | -3 | 215 | 1 | 7 | 17 | 9
O=c1[nH]c2cc3c(cc2cc1CN(CC1CCCO1)S(=O)(=O)c1ccc(Cl)cc1)OCCO3 (stereo not given) | -9 | 3 | 7 | -6 | 45 | 0 | 3 | / | 7
[O-]/[N+](=C/c1ccc(F)cc1)c1ccccc1 | -9 | 3 | 8 | 0 | 78 | 5 | 8 | 11 | -1
CCOc1ccc2c(O)csc2c1 | -20 | -3 | -6 | 5 | 150 | 3 | -6 | 9 | 1
O=C1c2ccccc2C(=O)N1CCCC(=O)N1CCCc2ccccc21 | -28 | -1 | 5 | -9 | 109 | 2 | 4 | -1 | -4
O=C1CC(N2CCN(c3ccccc3)CC2)C(=O)N1c1ccc2c(c1)OCCO2 (stereo not given) | 13 | -3 | 1 | 4 | 86 | -1 | -2 | 10 | 14
CC(=O)c1cccc(NC(=O)c2cnn3ccccc23)c1 | -49 | -2 | -4 | -6 | 107 | -3 | -3 | / | -7
CCOC(=O)CSc1cc(C)nc(NC(C)=O)n1 | -12 | 3 | 1 | 1 | 102 | -8 | 9 | -2 | -10
CCn1c(SCc2cccc(C(F)(F)F)c2)nnc1-c1ccco1 | 1 | 2 | 4 | -8 | 76 | 12 | 5 | 17 | 7
CCn1c(C)c(C(C)=O)c(N2CCCC2)nc1=S | -12 | 0 | 6 | -2 | 12 | 1 | 11 | 11 | -2
Cc1cc2nc(C)n(CCCNC(=O)Nc3ccc(C#N)cc3)c2cc1C | -3 | 0 | 5 | 0 | 77 | 1 | 11 | 5 | -3
Nc1nc(C2CCCN2S(=O)(=O)c2ccc(Cl)cc2)cs1 (stereo not given) | 5 | 3 | 1 | 6 | 97 | -1 | 4 | 1 | 1
